Screening results deposited in PubChem by The Scripps Research Institute Molecular Screening Center.
CHRM4 agonist = agonists of human muscarinic M4 receptor (CHRM4) | P08173 | CHO-K1 hM4/Gqi5, Fluo-8 calcium fluorescence; vehicle 0%, full acetylcholine response 100% | activation, % at 3 µM | 360,000 tested, 0.14% active | AID 624127;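 active means activation above the run mean over all test wells plus 3 SD, cut at about 32% in these data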;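 further: peak over basal fluorescence ratio per well then scaled between controls; 0% = DMSO wells and 100% = acetylcholine at EC100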
Target sequence (P08173 whole entry, looked up): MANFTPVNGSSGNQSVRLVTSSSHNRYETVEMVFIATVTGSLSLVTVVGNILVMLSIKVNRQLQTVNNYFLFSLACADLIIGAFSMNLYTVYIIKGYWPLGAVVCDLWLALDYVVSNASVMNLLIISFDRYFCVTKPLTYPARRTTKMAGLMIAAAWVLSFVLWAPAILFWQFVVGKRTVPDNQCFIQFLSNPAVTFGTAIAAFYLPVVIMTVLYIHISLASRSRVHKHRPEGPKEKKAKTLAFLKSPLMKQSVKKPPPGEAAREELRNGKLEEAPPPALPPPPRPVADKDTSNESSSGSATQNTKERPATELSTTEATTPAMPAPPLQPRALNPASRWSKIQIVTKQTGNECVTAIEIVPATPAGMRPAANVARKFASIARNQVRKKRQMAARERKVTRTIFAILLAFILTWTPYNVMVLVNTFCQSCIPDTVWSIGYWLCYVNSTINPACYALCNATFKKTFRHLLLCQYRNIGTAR
M5 ag = CHRM5 agonism in calcium assay. activation, % at 3 µM. 360,000 tested, 0.19% active. CHO-K1 hM5 cells, Fluo-8 calcium fluorescence; 0% DMSO wells, 100% maximal acetylcholine response. P08912. AID 624037;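 active means activation above the run's mean over test compounds plus 3 SD, cut at about 23% in these data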;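 further: signal is peak over basal fluorescence ratio across the kinetic read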
Target sequence (P08912 whole entry, looked up): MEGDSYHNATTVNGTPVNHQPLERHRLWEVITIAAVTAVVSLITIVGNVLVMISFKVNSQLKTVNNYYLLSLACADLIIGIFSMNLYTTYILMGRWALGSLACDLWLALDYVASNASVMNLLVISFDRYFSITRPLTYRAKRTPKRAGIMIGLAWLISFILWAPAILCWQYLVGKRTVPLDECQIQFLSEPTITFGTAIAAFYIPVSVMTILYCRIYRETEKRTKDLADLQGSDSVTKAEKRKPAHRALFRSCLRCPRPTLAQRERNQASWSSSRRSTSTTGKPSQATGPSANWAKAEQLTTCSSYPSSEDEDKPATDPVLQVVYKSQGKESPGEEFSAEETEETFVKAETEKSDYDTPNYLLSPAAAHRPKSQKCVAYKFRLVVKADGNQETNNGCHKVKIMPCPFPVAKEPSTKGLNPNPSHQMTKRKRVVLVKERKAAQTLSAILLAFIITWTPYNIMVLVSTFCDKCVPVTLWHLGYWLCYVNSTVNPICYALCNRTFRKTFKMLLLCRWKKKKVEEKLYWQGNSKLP
CHO-K1 Ca antag = M1 antagonist counterscreen hit in parental CHO-K1 cells | inhibition, % at 3 µM | ATP-induced calcium, Fluo-8 fluorescence | 360,000 tested, 0.6% active;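 active means inhibition above a per-plate cutoff, the plate's mean sample inhibition plus 3 SD, cut at about 24% in these data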;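 further: 0% = DMSO plus EC80 ATP and 100% = DMSO alone without ATP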
CHO-K1 Ca PAM = nonselective activator or artifact in parental CHO-K1 calcium assay; 360,000 tested, 0.02% active; activation, % at 3 µM; ATP EC20, Fluo-8 calcium fluorescence; 0% at ATP EC20, 100% at ATP max;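 active means activation above the run cutoff, the mean activation of all test compounds plus 3 SD, cut at about 40% in these data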;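 further: peak over basal fluorescence ratio in a 140 s read after ATP addition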
CHO-K1 Ca ag = counter-screen for M1 agonists: effect in parental CHO-K1 cells; AID 602248; 360,000 tested, 0.48% active; Fluo-8 calcium fluorescence; scaled to maximal ATP response, vehicle zero; activation, % at 3 µM; in the data active means activation above about 15%;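 further: untransfected CHO-K1 host cells lacking M1 receptor as counterscreen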
M4 PAM = CHRM4 positive allosteric modulation; P08173; CHO-K1 hM4/Gqi5, Fluo-8 calcium fluorescence, ACh EC20; 0% = ACh EC20, 100% = maximal ACh; activation, % at 3 µM; 360,000 tested, 0.4% active;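 active means activation above its plate's cutoff, the mean activation of sample wells plus 3 SD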; further: some results filed as inactive read as strong as hits
M4 antag = antagonists of human muscarinic M4 receptor (CHRM4); CHO-hM4 cells, ACh EC80, Fluo-8 calcium fluorescence; AID 624125; P08173; 360,000 tested, 0.73% active; inhibition, % at 3 µM;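 active means inhibition above its plate's cutoff, the mean inhibition of sample wells plus 3 SD, cut at about 27% in these data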;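 further: 0% = acetylcholine EC80 with DMSO and 100% = DMSO without agonist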
CHRM5 PAM = CHRM5 positive allosteric modulation | P08912 | CHO-K1 hM5, Fluo-8 calcium, ACh EC20 PAM; 0% = ACh EC20, 100% = ACh EC100 | activation, % at 3 µM | 360,000 tested, 0.3% active | AID 624038;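 active means activation above the run cutoff, the mean activation of all test compounds plus 3 SD, cut at about 18% in these data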
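Measured by: Fluo-8 calcium fluorescence; material: human M5 receptor in CHO-K1 cells; schedule: Post-acetylcholine fluorescence recording 140 s; benchmarks: low control EC20 acetylcholine (0%), high control EC100 acetylcholine (100%); read-out: Max/basal fluorescence ratio as % of EC20–EC100 ACh window; compound: single dose, 3 µM nominal final test concentration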
CHRM5 antagonist = CHRM5 antagonism in calcium assay | P08912 | CHO-hM5 cells, Fluo-8 calcium fluorescence, ACh EC80 | inhibition, % at 3 µM | 360,000 tested, 0.59% active;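 active means inhibition above a per-plate cutoff, the mean of that plate's test compounds plus 3 SD, cut at about 27% in these data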;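 further: 0% = acetylcholine EC80 with DMSO and 100% = DMSO without agonist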
* hit, by the source's call.

`CCOc1ccc2nc(SCc3ccc(OC)cc3)sc2c1` gave CHRM4 agonist 0, M5 ag -2, CHO-K1 Ca antag 14, CHO-K1 Ca PAM -4, CHO-K1 Ca ag 0.4, M4 PAM -1, M4 antag -2, CHRM5 PAM 0 and CHRM5 antagonist 1.
CCCOc1ccc(OC(=O)Cc2ccc(OC)c(S(=O)(=O)N3CCOCC3)c2)cc1 was read as CHRM4 agonist 4, M5 ag -2, CHO-K1 Ca antag -5, CHO-K1 Ca PAM 12, CHO-K1 Ca ag 0.6, M4 PAM 8, M4 antag -15, CHRM5 PAM 4 and CHRM5 antagonist 3.
CC(C)NC(=O)CC(=O)NN=C1CCCCC1 was read as CHRM4 agonist 1, M5 ag -3, CHO-K1 Ca antag -15, CHO-K1 Ca PAM 19, CHO-K1 Ca ag 1.2, M4 PAM 6, M4 antag 2, CHRM5 PAM 5 and CHRM5 antagonist 8.
For COc1ccc(CNc2nc(NCc3ccc(OC)cc3)n(C(=O)c3ccncc3)n2)cc1 the results were CHRM4 agonist 0, M5 ag -2, CHO-K1 Ca antag -1, CHO-K1 Ca PAM -5, CHO-K1 Ca ag -0.1, M4 PAM 9, M4 antag 2, CHRM5 PAM 7 and CHRM5 antagonist -2.
For O=C(CSCc1ccc([N+](=O)[O-])cc1)NC1CC1 the results were CHRM4 agonist 0, M5 ag -2, CHO-K1 Ca antag -6, CHO-K1 Ca PAM 26, CHO-K1 Ca ag 0.7, M4 PAM 3, M4 antag -3, CHRM5 PAM -5 and CHRM5 antagonist 18.
`CC(C)(C)SCCNC(=O)c1cccc([N+](=O)[O-])c1` gave CHRM4 agonist 2, M5 ag 0, CHO-K1 Ca antag -6, CHO-K1 Ca PAM 24, CHO-K1 Ca ag 0.5, M4 PAM -1, M4 antag 4, CHRM5 PAM -3 and CHRM5 antagonist 6.
O=C(C1CCC1)N1CCc2cc(S(=O)(=O)NCC3COc4ccccc4O3)ccc21 (stereo unspecified) was read as CHRM4 agonist 8, M5 ag -3, CHO-K1 Ca antag -3, CHO-K1 Ca PAM 16, CHO-K1 Ca ag 4.9, M4 PAM -3, M4 antag -1, CHRM5 PAM -9 and CHRM5 antagonist -6.
For Cc1c(N)c(=O)n(-c2ccccc2)n1C the results were CHRM4 agonist 1, M5 ag 0, CHO-K1 Ca antag 6, CHO-K1 Ca PAM 5, CHO-K1 Ca ag 0.6, M4 PAM -6, M4 antag -6, CHRM5 PAM -2 and CHRM5 antagonist -3.
Screening O=C(N1CCN(Cc2ccccc2)CC1)C(Cl)(Cl)Cl returned CHRM4 agonist 0, M5 ag -2, CHO-K1 Ca antag -15, CHO-K1 Ca PAM 15, CHO-K1 Ca ag 0.6, M4 PAM -2, M4 antag 9, CHRM5 PAM -1 and CHRM5 antagonist 3.
`COc1ccc2cc(C(=O)NCC3CCCO3)[nH]c2c1` (stereo unspecified) gave CHRM4 agonist 1, M5 ag 1, CHO-K1 Ca antag -14, CHO-K1 Ca PAM -5, CHO-K1 Ca ag 1.5, M4 PAM -7, M4 antag 9, CHRM5 PAM -2 and CHRM5 antagonist 3.
`CC(C)(C)c1ccc(CC(=O)N2CCC2(C)C(=O)Nc2ccc3[nH]ncc3c2)cc1` (stereo unspecified) gave CHRM4 agonist 13, M5 ag 5, CHO-K1 Ca antag 2, CHO-K1 Ca PAM -1, CHO-K1 Ca ag 9.7, M4 PAM -8, M4 antag 7, CHRM5 PAM -13 and CHRM5 antagonist 26.
Screening COc1ccc(OC)c(CNS(=O)(=O)c2cc(-c3cc(C)no3)ccc2OC)c1 returned CHRM4 agonist 10, M5 ag -2, CHO-K1 Ca antag 1, CHO-K1 Ca PAM 6, CHO-K1 Ca ag 3.2, M4 PAM -8, M4 antag 1, CHRM5 PAM -5 and CHRM5 antagonist 6.
For CC1(c2ccc(OC(F)F)cc2)NC(=O)N(/N=C/c2c(O)ccc3ccccc23)C1=O (stereo unspecified) the results were CHRM4 agonist 1, M5 ag 0, CHO-K1 Ca antag -8, CHO-K1 Ca PAM 10, CHO-K1 Ca ag 0.4, M4 PAM 20*, M4 antag 8, CHRM5 PAM 0 and CHRM5 antagonist 2.
Screening CSc1ccccc1C(=O)NCCCOC(C)C returned CHRM4 agonist 0, M5 ag 3, CHO-K1 Ca antag -17, CHO-K1 Ca PAM -3, CHO-K1 Ca ag 0.1, M4 PAM 3, M4 antag -5, CHRM5 PAM -6 and CHRM5 antagonist 6.
CCc1nc2c(OCc3ccc(C#N)cc3)cccn2c1N(C)C(=O)c1ccc(C)cc1 was read as CHRM4 agonist 0, M5 ag -3, CHO-K1 Ca antag -5, CHO-K1 Ca PAM -9, CHO-K1 Ca ag 0.4, M4 PAM -7, M4 antag 2, CHRM5 PAM -3 and CHRM5 antagonist 2.

5 consecutive compounds from above, quoted:
CCCOc1ccc(OC(=O)Cc2ccc(OC)c(S(=O)(=O)N3CCOCC3)c2)cc1 was read as CHRM4 agonist 4, M5 ag -2, CHO-K1 Ca antag -5, CHO-K1 Ca PAM 12, CHO-K1 Ca ag 0.6, M4 PAM 8, M4 antag -15, CHRM5 PAM 4 and CHRM5 antagonist 3.
CC(C)NC(=O)CC(=O)NN=C1CCCCC1 was read as CHRM4 agonist 1, M5 ag -3, CHO-K1 Ca antag -15, CHO-K1 Ca PAM 19, CHO-K1 Ca ag 1.2, M4 PAM 6, M4 antag 2, CHRM5 PAM 5 and CHRM5 antagonist 8.
For COc1ccc(CNc2nc(NCc3ccc(OC)cc3)n(C(=O)c3ccncc3)n2)cc1 the results were CHRM4 agonist 0, M5 ag -2, CHO-K1 Ca antag -1, CHO-K1 Ca PAM -5, CHO-K1 Ca ag -0.1, M4 PAM 9, M4 antag 2, CHRM5 PAM 7 and CHRM5 antagonist -2.
For O=C(CSCc1ccc([N+](=O)[O-])cc1)NC1CC1 the results were CHRM4 agonist 0, M5 ag -2, CHO-K1 Ca antag -6, CHO-K1 Ca PAM 26, CHO-K1 Ca ag 0.7, M4 PAM 3, M4 antag -3, CHRM5 PAM -5 and CHRM5 antagonist 18.
`CC(C)(C)SCCNC(=O)c1cccc([N+](=O)[O-])c1` gave CHRM4 agonist 2, M5 ag 0, CHO-K1 Ca antag -6, CHO-K1 Ca PAM 24, CHO-K1 Ca ag 0.5, M4 PAM -1, M4 antag 4, CHRM5 PAM -3 and CHRM5 antagonist 6.

(next part)
Cc1ccn(CC(=O)N2CCCC(N3CCN(Cc4ccc5c(c4)OCO5)CC3)C2)n1 (stereo unspecified) was read as CHRM4 agonist 0, M5 ag -7, CHO-K1 Ca antag 1, CHO-K1 Ca PAM -9, CHO-K1 Ca ag -0.4, M4 PAM -10, M4 antag 11, CHRM5 PAM -1 and CHRM5 antagonist 10.
For CCCCn1c(CNC(=O)C23CC4CC(CC(C4)C2)C3)nnc1SC(C)CC (stereo unspecified) the results were CHRM4 agonist 0, M5 ag 1, CHO-K1 Ca antag 0, CHO-K1 Ca PAM 15, CHO-K1 Ca ag -0.2, M4 PAM 6, M4 antag -6, CHRM5 PAM 8 and CHRM5 antagonist -6.
CCC(=O)Nc1cccc(C2=NOC3(C2)C[C@@H](C(N)=O)N(C(=O)c2cc([N+](=O)[O-])cc([N+](=O)[O-])c2C)C3)c1 (stereo partly specified) was read as CHRM4 agonist 2, M5 ag -1, CHO-K1 Ca antag -13, CHO-K1 Ca PAM 8, CHO-K1 Ca ag 0.7, M4 PAM 4, M4 antag 0, CHRM5 PAM 2 and CHRM5 antagonist 7.
For CC(CC(=O)NCCc1ccc(Cl)cc1)S(=O)(=O)c1ccc2c(c1)NC(=O)CO2 (stereo unspecified) the results were CHRM4 agonist 9, M5 ag -1, CHO-K1 Ca antag -4, CHO-K1 Ca PAM -1, CHO-K1 Ca ag 2.1, M4 PAM -5, M4 antag -15, CHRM5 PAM -6 and CHRM5 antagonist 9.
Screening NC(=O)c1ccc(-n2nnnc2SCC(=O)Nc2ccccc2)cc1 returned CHRM4 agonist 2, M5 ag 2, CHO-K1 Ca antag -5, CHO-K1 Ca PAM 7, CHO-K1 Ca ag 1.4, M4 PAM 5, M4 antag -1, CHRM5 PAM -6 and CHRM5 antagonist -2.
For CC1CCCC(NC(=O)COC(=O)/C=C/c2ccc(S(=O)(=O)N3CCOCC3)cc2)C1C (stereo unspecified) the results were CHRM4 agonist 0, M5 ag -1, CHO-K1 Ca antag 3, CHO-K1 Ca PAM 3, CHO-K1 Ca ag 19*, M4 PAM -6, M4 antag 1, CHRM5 PAM 2 and CHRM5 antagonist 5.
Screening Cc1ccc(N=C2CCCN2Cc2ccccc2)c(C#N)c1 returned CHRM4 agonist -1, M5 ag -4, CHO-K1 Ca antag -8, CHO-K1 Ca PAM 5, CHO-K1 Ca ag -1.2, M4 PAM -7, M4 antag -1, CHRM5 PAM 1 and CHRM5 antagonist -2.
O=C(COC(=O)c1ccc(Cl)nc1)Nc1ccc(N2CCCCC2)cc1 was read as CHRM4 agonist 5, M5 ag 2, CHO-K1 Ca antag -2, CHO-K1 Ca PAM 5, CHO-K1 Ca ag 3.6, M4 PAM -2, M4 antag -6, CHRM5 PAM 1 and CHRM5 antagonist 3.
Screening CCOC(=O)C1=CCN(S(=O)(=O)c2ccccc2C)C1c1ccc(Cl)c(Cl)c1 (stereo unspecified) returned CHRM4 agonist -1, M5 ag -5, CHO-K1 Ca antag -10, CHO-K1 Ca PAM 16, CHO-K1 Ca ag 1.7, M4 PAM 4, M4 antag -22, CHRM5 PAM -7 and CHRM5 antagonist -10.
CC(C(=O)N1CCCc2ccccc21)N1C(=O)c2ccccc2C1=O (stereo unspecified) was read as CHRM4 agonist 1, M5 ag -4, CHO-K1 Ca antag -11, CHO-K1 Ca PAM 16, CHO-K1 Ca ag 0.6, M4 PAM -5, M4 antag -4, CHRM5 PAM 1 and CHRM5 antagonist -1.
CCC(CC)n1c(C)cc(=O)n1C(CC)CC was read as CHRM4 agonist 0, M5 ag 1, CHO-K1 Ca antag -17, CHO-K1 Ca PAM 14, CHO-K1 Ca ag 0.6, M4 PAM 1, M4 antag 1, CHRM5 PAM -5 and CHRM5 antagonist 15.
For Fc1ccc(Oc2cnc3ccccc3n2)cc1 the results were CHRM4 agonist 0, M5 ag 0, CHO-K1 Ca antag -15, CHO-K1 Ca PAM 27, CHO-K1 Ca ag 1.1, M4 PAM -2, M4 antag 0, CHRM5 PAM 13 and CHRM5 antagonist -11.
`Cc1cc(C(=O)OCC(=O)N2CCC(C)CC2)c2ccccc2n1` gave CHRM4 agonist 4, M5 ag 2, CHO-K1 Ca antag -13, CHO-K1 Ca PAM 2, CHO-K1 Ca ag 3.3, M4 PAM 0, M4 antag -3, CHRM5 PAM -9 and CHRM5 antagonist 4.
For COc1ccc(-c2csc(NC(=O)c3ccc(S(=O)(=O)N4CCc5ccccc5C4)cc3)n2)c(OC)c1 the results were CHRM4 agonist 1, M5 ag -1, CHO-K1 Ca antag -1, CHO-K1 Ca PAM 25, CHO-K1 Ca ag 0.0, M4 PAM 10, M4 antag -4, CHRM5 PAM 1 and CHRM5 antagonist 3.
